Screens deposited in PubChem BioAssay by The Scripps Research Institute Molecular Screening Center.
AHR act: human AHR activation | AID 2796 | hit rate 2.5% among 320,000 | AHR-responsive luciferase reporter cells, luminescence | activation, % at 5 µM; in the data active = activation above about 47%;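 also: 0% = vehicle wells and 100% = reference agonist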
Target sequence (P35869 whole entry, looked up): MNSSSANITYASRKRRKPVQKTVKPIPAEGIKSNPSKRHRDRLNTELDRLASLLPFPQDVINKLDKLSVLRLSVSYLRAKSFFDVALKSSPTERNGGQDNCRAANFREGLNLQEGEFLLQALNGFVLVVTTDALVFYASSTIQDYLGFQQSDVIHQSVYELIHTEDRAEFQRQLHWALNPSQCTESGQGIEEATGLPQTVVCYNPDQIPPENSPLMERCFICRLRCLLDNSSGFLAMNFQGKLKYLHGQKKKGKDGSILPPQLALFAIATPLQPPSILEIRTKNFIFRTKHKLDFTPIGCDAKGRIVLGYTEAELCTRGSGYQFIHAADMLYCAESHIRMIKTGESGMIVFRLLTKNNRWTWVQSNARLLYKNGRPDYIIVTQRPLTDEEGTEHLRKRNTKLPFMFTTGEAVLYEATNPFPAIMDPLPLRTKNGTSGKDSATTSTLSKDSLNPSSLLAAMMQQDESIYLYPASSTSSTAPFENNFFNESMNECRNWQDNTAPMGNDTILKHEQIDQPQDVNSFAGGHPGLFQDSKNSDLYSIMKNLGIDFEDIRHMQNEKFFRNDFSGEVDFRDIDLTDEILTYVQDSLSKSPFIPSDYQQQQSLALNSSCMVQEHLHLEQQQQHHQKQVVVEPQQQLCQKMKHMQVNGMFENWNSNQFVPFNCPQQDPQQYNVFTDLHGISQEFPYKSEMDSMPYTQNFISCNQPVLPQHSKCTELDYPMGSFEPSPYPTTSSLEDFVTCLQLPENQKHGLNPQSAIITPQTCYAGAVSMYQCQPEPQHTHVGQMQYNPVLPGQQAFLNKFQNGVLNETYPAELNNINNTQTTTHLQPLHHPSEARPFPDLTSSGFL
PP5 primary: blocks human protein phosphatase 5 activity; P53041; purified PP5c, OMFP substrate fluorescence; inhibition, % at 6.7 µM; hit rate 0.18% among 320,000;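 active = inhibition above the campaign's mean inhibition across all tested compounds plus 3 SD, cut at about 9.5% in these data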;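 also: 0% = DMSO only and 100% = 100 µM cantharidin control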
PAFAH2 FP inh: inhibitors of human PAFAH2; Q99487; recombinant PAFAH2, FP-rhodamine activity probe, fluorescence polarization; inhibition, % at 3.39 µM; hit rate 0.99% among 340,000; AID 492956;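 active = inhibition above the mean over all tested compounds plus 3 SD, cut at about 30% in these data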;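 also: inhibitors block probe labeling of enzyme so polarization drops; 0% = enzyme with DMSO and 100% = wells lacking PAFAH2 protein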
TPT1 inhibitor: inhibitors of Candida albicans tRNA 2'-phosphotransferase TPT1; recombinant caTPT1, FP RNA substrate dephosphorylation; hit rate 0.81% among 300,000; inhibition, % at 5 µM;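 active = inhibition above the mean of all tested compounds plus 3 SD, set per screening campaign, cut at about 24% in these data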;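 also: plate controls were DMSO alone for no effect and ferristatin control at 100 nM for full effect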
core dimer inh: HCV core protein dimerization inhibition; TR-FRET GST/Flag-core106 dimerization, 1536-well; inhibition, % at 5 µM; hit rate 0.33% among 300,000; AID 1899;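 active = inhibition above the mean of all tested compounds plus 3 SD, set per screening campaign, cut at about 45% in these data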
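Test system: GST/Flag-tagged HCV core106 proteins; Medium: KF-containing HEPES buffer, pH 7.45, DTT, CHAPS, BSA; Times: compound-protein-antibody incubation 4 h at 22.5 °C; Detection: TR-FRET 671 and 617 nm emission; Benchmarks: wells lacking GST-core106 and wells with excess unlabelled core106.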
procasp3 activ: activators of human procaspase-3 | P42574 | recombinant procaspase-3 D3A, Ac-DEVD-pNA absorbance 405 nm | activation, % at 8.5 µM | hit rate 0.11% among 330,000 | AID 463141;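 active = activation above the mean of all tested compounds plus 3 SD, cut at about 21% in these data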;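 also: 0% = DMSO alone and 100% = DMSO wells spiked with extra 5 µM PC-3 D3A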
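assay system = Procaspase-3 D3A mutant | signal = absorbance at 405 nm, 0 and 120 min | times = 1 h preincubation plus 2 h reaction at 25 °C | repeats = single replicate | read-out = % activation between DMSO and enzyme-spiked controls | medium = Zinc-free HEPES saline buffer with Triton X-100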
Fh CTSL1 inh: counter-screen for PFM18AAP inhibitors: inhibitors of F. hepatica cathepsin L1. inhibition, % at 5.96 µM. AID 1906. recombinant F. hepatica cathepsin L1, Z-Leu-Arg-MCA fluorescence. hit rate 0.49% among 300,000;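 active = inhibition above the mean of all tested compounds plus 3 SD, set per screening campaign, cut at about 17% in these data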;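 also: 0% = plate median of test compound wells and 100% = 1 µM Z-Phe-Ala-diazomethylketone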
PP1 counter: PP1-alpha (human) inhibition in PP5 counter-screen; purified PP1alpha, OMFP fluorescence; inhibition, % at 6.7 µM; AID 2235; hit rate 0.9% among 320,000;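 active = inhibition above the mean inhibition of all tested compounds plus 3 SD, computed separately for each screening campaign, cut at about 15% in these data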
procasp7 counter: activates human procaspase-7, counter-screen for procaspase-3 activators | P55210 | recombinant procaspase-7, Ac-DEVD-pNA absorbance 405 nm; D23A/D198A/D206A triple mutant, cannot self-cleave; scale: DMSO 0, 5 µM enzyme 100 | activation, % at 8.5 µM | hit rate 0.093% among 330,000 | AID 463210;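 active = percent activation above the screen-wide mean plus 3 SD, cut at about 25% in these data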
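Assay system: Uncleavable procaspase-7 mutant enzyme / Input: 2 µM procaspase-7 mutant as dispensed / Dosing: single nominal 8.5 µM compound dose, 0.8% DMSO final / Timing: 1 h enzyme–compound preincubation and 2 h substrate reaction, both 25 °C / Detection: p-Nitroaniline absorbance at 405 nm, read at 0 and 120 min / Replication: singlicate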
* marks the source's active call; other numbers are inactive results; / = no result given.

SMILES	AHR act	PP5 primary	PAFAH2 FP inh	TPT1 inhibitor	core dimer inh	procasp3 activ	Fh CTSL1 inh	PP1 counter	procasp7 counter
CCCNC(=O)C(=O)N/N=C/c1cccs1	4	-1.3	6	10	4	-3	1	-2	-4
CC[C@H]1OC(=O)[C@H](C)[C@@H](O[C@H]2C[C@@](C)(OC)[C@@H](O)[C@H](C)O2)[C@H](C)[C@@H](O[C@@H]2O[C@H](C)C[C@H](N(C)C)[C@H]2O)[C@](C)(OC)C[C@@H](C)C(=O)[C@H](C)[C@@H](O)[C@]1(C)O	0	-1.1	-12	-1	-2	3	-2	0	7
Cc1ccc(C(=O)N/C(=C/c2cccs2)C(=O)N2CCCCCC2)cc1	2	2.3	3	-8	1	5	0	4	-2
Cc1c(/C=N/NC(=O)c2sc3ccccc3c2Cl)cnn1C	1	-0.2	8	1	-2	8	6	-2	0
CCCn1c(C)cc(C(=O)COC(=O)c2ccc[nH]c2=O)c1C	3	1.2	-4	3	1	0	0	-1	2
COc1ccc(-n2ncc3c(NCc4ccco4)ncnc32)cc1	11	2.9	4	3	2	1	0	-4	4
COc1cccc(C(=O)NC(C)c2cccc3ccccc23)c1OC (configuration not stated)	10	1.0	-9	-2	1	4	1	0	2
CCOC(=O)c1sc(NC(=O)CSc2ccccn2)c(C#N)c1C	0	1.2	-5	-1	5	7	4	-3	-12
Cc1csc2c(N3CCN(C(=O)Nc4ccccc4)CC3)ncnc12	-11	-1.2	11	-2	1	0	-5	0	5
Cc1cccc(NC(=S)N(CCCN2CCOCC2)C(C)c2cc3ccccc3o2)c1 (configuration not stated)	0	2.5	1	2	-1	1	1	-1	4
C/C(=N\NC(=O)C1(C)NC(C)(C)Cc2ccccc21)c1ccccc1 (configuration not stated)	2	2.0	4	-3	5	3	0	1	-5
C/C(=N\NC(=O)c1cc(C2CC2)nc2ccccc12)c1ccc(O)cc1O	10	2.4	15	-1	-3	-10	3	-1	-12
O=C(/C=C/c1ccccc1)Nn1cnc2ccccc2c1=O	5	1.4	4	-1	-8	-6	-3	-4	-5
CN(CC(=O)Nc1ccc(N2CCOCC2)cc1)CC(=O)Nc1ccccc1[N+](=O)[O-]	11	-3.4	-5	-1	-8	-10	-5	-7	2
Cn1c(SCc2nn[nH]n2)nc2c1c(=O)n(Cc1ccccc1Cl)c(=O)n2C	1	3.8	2	-2	0	5	-1	0	-8
CCC(Oc1ccccc1)C(=O)N1CCN(c2ccccn2)CC1 (configuration not stated)	1	1.9	2	-3	-2	4	1	-1	-2
C[C@@H]1COC(=O)CCC/C=C\C[C@@H](CC(=O)N(CCO)Cc2ccccc2)C(=O)N1	-1	/	2	/	/	9	/	/	22
N#CC1(C#N)CC(C=O)=C(N)C1(C#N)CC(=O)C12CC3CC(CC(C3)C1)C2 (configuration not stated)	0	2.3	21	8	2	5	2	0	-10
CCOC(=O)/C(C#N)=C/Nc1ccccc1OC	5	-0.1	1	0	-2	-4	3	-4	-2
N#Cc1c(NC(=O)COC(=O)c2nccnc2N)sc2c1CCCC2	5	1.8	4	4	11	-3	2	1	9
O=C(CSCc1ccccc1)N/N=C/c1ccccc1OCc1ccccc1	3	6.0	-3	-2	10	7	1	6	3
CC(C)OCCCNC(=O)Nc1cccc2ccccc12	5	-1.6	4	-2	1	11	2	-1	0
Cc1ccc(C)c(/C(O)=C2\C(=O)C(=O)N(Cc3cccnc3)C2c2cccnc2)c1 (configuration not stated)	2	-1.0	4	1	2	-2	7	0	-4
CCOc1ccc(CC(=O)Nc2c(C(N)=O)oc3ccccc23)cc1OCC	12	3.9	9	-4	3	-13	2	0	14
CC(C)c1ccc(OCC(=O)N(Cc2ccco2)C2CCS(=O)(=O)C2)cc1 (configuration not stated)	3	2.7	4	-2	-6	5	4	-1	-5
CSc1sc(C(=O)NCC2CC2)c2c1S(=O)(=O)N(C)c1ccccc1-2	0	-0.1	-3	2	-3	4	3	1	0
CCOC(=O)N1CCN(c2c(N3CCc4ccccc43)c(=O)c2=O)CC1	3	3.1	0	2	-5	-7	1	-2	-4
COc1ccc(CCN2C(=O)c3[nH]nc(-c4ccccc4O)c3C2c2ccccc2)cc1OC (configuration not stated)	9	2.9	3	1	11	3	1	6	2
COC(=O)CSc1ncnc2c1cnn2Cc1ccccc1	-1	2.5	4	2	-2	-6	-3	-3	1
COCCn1c(C)cc(/C=C2/SC(=O)N(C(C)C(=O)OC)C2=O)c1C (configuration not stated)	-1	-0.2	-2	1	-8	3	-4	-4	5
Cn1c(=NC(=O)c2ccccc2[N+](=O)[O-])sc2cccc(F)c21	8	1.1	5	1	3	8	0	-4	6
CCN(CC)CCCCCOc1ccccc1OC	2	0.9	2	-1	-2	11	8	-3	0
CCN(CC)S(=O)(=O)c1ccc(N2CCOCC2)c(NC(=O)c2ccc(N3CCCC3=O)cc2)c1	-2	1.3	-5	6	8	3	-4	0	11
O=C(CCNS(=O)(=O)c1ccc(Br)cc1)NCc1ccc2c(c1)OCO2	0	0.8	-3	3	2	0	0	-3	-14
COC(=O)c1ccc(NC(=O)C2CC(=O)OC2c2ccccc2)cc1 (configuration not stated)	-2	1.4	-2	0	-4	4	8	-2	2
CCCNC(=O)COC(=O)/C=C/c1cccc(F)c1	4	0.3	33*	-2	-3	4	-5	-1	-2
C=CCNCCCOc1ccc(C)cc1Br	2	0.4	3	-3	-2	11	2	-3	2
COC(=O)c1oc2ccc(Cl)cc2c1-n1cccc1	-3	0.9	0	-6	8	3	-1	3	6
COCCn1c(SCCN2CCCCC2)nc2ccccc2c1=O	-1	2.2	-8	1	-4	-2	-1	-1	-1
O=C1NC(=Nc2ccccc2)S/C1=C\c1ccccc1	28	-0.7	-5	-1	-5	2	2	1	-22
CN(C)CCCN(C(=O)C1COc2ccccc2O1)c1nc2ccc(F)cc2s1 (configuration not stated)	0	0.1	0	-1	-3	2	1	1	0
Cc1cc(=O)oc2c3c(cc(OCC(=O)NCc4ccncc4)c12)OC(C)(C)CC3	12	1.4	23	-5	3	6	2	1	-3
CCOc1ccc(NC(=O)CN2CCN(S(=O)(=O)c3ccc(Cl)cc3)CC2)cc1	-3	5.3	-5	-7	8	-7	1	1	9
C=CCNC1=C(Cl)C(=O)c2ccccc2C1=O	52*	3.8	9	3	-25	3	13	0	-13
Cc1onc(-c2ccccc2)c1C(=O)NCCc1c[nH]c2ccccc12	14	3.4	4	0	-6	-7	0	-4	9
COCCN(C(=O)c1csnn1)C(C(=O)NC1CCCCC1)c1ccc(C)cc1 (configuration not stated)	0	-1.3	-12	1	-5	-5	-15	-3	-7
COC(=O)C(C)Oc1ccc2cc(-c3ccccc3)c(=O)oc2c1 (configuration not stated)	1	3.5	6	-3	1	-42	5	-4	5
COc1cc(CN2CCN(S(=O)(=O)c3ccc(F)cc3)CC2)cc(OC)c1OC	-2	2.9	5	-2	-2	7	1	1	-4
COc1ccccc1C(=O)Nc1ccnn1C1CCN(C(=O)c2cnsn2)CC1	6	1.4	2	2	-5	1	0	-4	-6
Cc1cc(Cl)nc(-c2ccccc2)n1	1	-0.1	4	1	0	11	0	-6	3
CCSc1cc(N2CC(C)OC(C)C2)nc(-c2ccccc2Cl)n1 (configuration not stated)	2	3.4	0	-6	-3	-4	-1	-1	-1
O=C(CSc1nncn1-c1ccccc1)c1c[nH]c2ccccc12	35	3.1	-7	0	7	6	0	1	12
Cc1cc(NC(=O)CSc2nc3c(c(=O)n2Cc2ccccc2)SC(C)C3)no1 (configuration not stated)	-1	1.1	8	0	18	2	0	-2	-8
O=C(NC1CCCC1)C1CCCN(C(=O)Nc2ccccc2)C1 (configuration not stated)	0	0.4	10	-6	2	-9	-2	-4	8
Cc1c(N(C(=O)CNC(=O)c2ccccc2)C2(C(=O)NC3CCCC3)CCCCC2)c(=O)n(-c2ccccc2)n1C	-3	-0.5	-2	-1	-3	12	4	-1	-9
N#CCCn1c2ccccc2c2nc3ccccc3nc21	70*	1.0	-5	-9	1	-1	3	-1	18

Random draw from the library; any-hit rate near 5.6%.
